HTR5A ag ctr – activates human HTR5A in OPRM1-OPRD1 agonist counter-screen. P47898. HTR5A agonist assay, luminescence, cell-based. activation, % at 9.3 µM. 0.61% of 340,000 active; in the data active means activation mostly above about 9.5%, no sharp cut-off; inactive means mostly below about 7.6%;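 further: 0% = cells with vehicle only and 100% = reference agonist; strong numbers were not always called active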
V-ATPase pHluor – yeast V-ATPase proton transport regulation by pHLuorin | S. cerevisiae, pHLuorin cytosolic pH fluorescence | response, % at 10 µM | 0.37% of 350,000 active | AID 504577; in the data active means response mostly above about 7.3%, no sharp cut-off; inactive means mostly below about 5.4%; further: actives read high; inactives centre near 0; some compounds called inactive have numbers as strong as hits; reference of the scale not given here
HTR5A inv ag – HTR5A inverse agonism, opioid heterodimer counter-screen | 0.083% of 340,000 active | HTR5A cell line, luminescence | P47898 | inhibition, % at 9.3 µM | AID 504634; in the data active means inhibition mostly above about 23%, no sharp cut-off; inactive means mostly below about 18%;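 further: 0% = cells with DMSO and 100% = no-cell wells with DMSO; some compounds called inactive have numbers as strong as hits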
Arr AP2 block – human beta-arrestin and AP2 interaction inhibition. FITC-arrestin peptide / GST-AP2 beads, flow cytometry; AP2 beta2 appendage carries R879A mutation. inhibition, % at 10 µM. 0.31% of 340,000 active. AID 504490;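 active means inhibition above a set limit, near 3 SD of compounds lacking own fluorescence, cut at about 54% in these data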;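 further: plate controls were DMSO wells for no effect and 5 µM unlabelled arrestin peptide for full effect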
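System: GST-AP2 R879A bound to glutathione beads, E. coli-expressed. Also added: 50 nM FITC-arrestin peptide. Schedule: compound with beads 12 min RT, then probe 1 h RT. Signal: bead flow cytometry, FITC channel. Read-out basis: percent response.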
PKA-R1A act – PKA-R1A complex activation; AID 504707; PKA-R1A dissociation, Cy5-IP20 fluorescence polarization; scaled: DMSO 0%, 113 µM cGMP 100%; 0.083% of 340,000 active; activation, % at 11.4 µM;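 active means percent activation above the mean of all tested compounds plus 3 SD, cut at about 19% in these data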;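 further: higher means more PKAc released from R1A so a rise in polarization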
DSG3 Ab inh – blocks pemphigus antibody binding to human desmoglein-3; DSG3-coupled beads, scFv-anti-DSG3-GFP binding, flow cytometry; hits give low values; P32926; binding (percent of control), % at 10 µM; 0.48% of 310,000 active;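 active means binding more than 3 SD below its plate's average and above zero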;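 further: hits lower antibody fragment binding to DSG3; some compounds called inactive have numbers as strong as hits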
OPRM1-OPRD1 inv – inverse agonist of human OPRM1-OPRD1 heterodimerization; P35372+P41143; cell-based MOR-DOR heterodimer luminescence, inverse agonism; inhibition, % at 9.3 µM; 0.21% of 340,000 active; AID 504357; in the data active means inhibition above about 22%, passing the limit was not always enough;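 further: 0% = cells with DMSO and 100% = wells without cells with DMSO; values of inactives mirror those of a sister screen read the other way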
DAGLB inhibitor – diacylglycerol lipase beta (human) inhibition | Q8NCG7 | HEK293T DAGLB membrane lysate, EnzChek fluorogenic substrate | inhibition, % at 5.17 µM | 0.059% of 340,000 active | AID 504411; in the data active means inhibition above about 34%;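 further: 0% = enzyme with vehicle and 100% = wells lacking enzyme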
Target sequence (Q8NCG7 whole entry, looked up): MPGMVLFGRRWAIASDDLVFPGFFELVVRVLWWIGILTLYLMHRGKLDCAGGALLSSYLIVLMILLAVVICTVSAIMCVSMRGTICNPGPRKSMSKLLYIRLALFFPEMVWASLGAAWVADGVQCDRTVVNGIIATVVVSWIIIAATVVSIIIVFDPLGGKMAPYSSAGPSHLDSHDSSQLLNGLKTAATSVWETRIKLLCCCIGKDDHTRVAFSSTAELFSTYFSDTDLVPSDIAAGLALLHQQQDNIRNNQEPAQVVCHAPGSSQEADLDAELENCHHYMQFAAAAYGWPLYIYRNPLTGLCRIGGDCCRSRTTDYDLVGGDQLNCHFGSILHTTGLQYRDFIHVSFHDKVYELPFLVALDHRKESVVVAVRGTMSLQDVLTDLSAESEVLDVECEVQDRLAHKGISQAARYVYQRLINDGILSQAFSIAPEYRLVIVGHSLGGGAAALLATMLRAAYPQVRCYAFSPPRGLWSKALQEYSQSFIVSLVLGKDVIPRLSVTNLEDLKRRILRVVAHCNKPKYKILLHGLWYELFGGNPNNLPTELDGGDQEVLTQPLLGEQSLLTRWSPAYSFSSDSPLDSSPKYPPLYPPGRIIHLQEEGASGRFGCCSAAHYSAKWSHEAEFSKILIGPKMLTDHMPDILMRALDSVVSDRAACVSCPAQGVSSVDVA
PKA-R2B activ – activators of human PKA-R2B complex; P22694+P31323; PKA-R2B holoenzyme dissociation, Cy5-IP20 fluorescence polarization; R2B truncated from residue 108, S112A mutant; 0% DMSO only, 100% 113 µM cGMP; activation, % at 11.4 µM; 0.079% of 340,000 active; AID 504700;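 active means activation above a cutoff set at the mean over all compounds plus 3 SD, cut at about 18% in these data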;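 further: higher means more holoenzyme dissociation and a rise in polarization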
Target sequence (P31323 whole entry, looked up, other chains not shown, the tested form may be a part): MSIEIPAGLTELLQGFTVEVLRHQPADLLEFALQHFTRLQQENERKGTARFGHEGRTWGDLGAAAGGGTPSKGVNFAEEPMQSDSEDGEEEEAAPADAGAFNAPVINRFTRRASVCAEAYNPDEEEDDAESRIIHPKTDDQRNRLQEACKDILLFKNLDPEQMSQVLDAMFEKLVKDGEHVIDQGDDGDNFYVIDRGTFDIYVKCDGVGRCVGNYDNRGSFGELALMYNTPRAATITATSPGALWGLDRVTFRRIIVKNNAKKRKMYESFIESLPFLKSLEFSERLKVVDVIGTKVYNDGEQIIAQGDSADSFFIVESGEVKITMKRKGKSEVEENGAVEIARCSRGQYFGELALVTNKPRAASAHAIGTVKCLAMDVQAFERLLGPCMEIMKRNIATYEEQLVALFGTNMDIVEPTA
MOR-DOR ag – OPRM1-OPRD1 heterodimerization agonism. P35372+P41143. cells, luminescence. activation, % at 9.3 µM. 0.3% of 340,000 active; in the data active means activation above about 18%;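 further: 0% = vehicle-treated cells and 100% = reference agonist; values of inactives mirror those of a sister screen read the other way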
Starred values were filed as active, the others as inactive; · = no result given.

SMILES	HTR5A ag ctr	V-ATPase pHluor	HTR5A inv ag	Arr AP2 block	PKA-R1A act	DSG3 Ab inh	OPRM1-OPRD1 inv	DAGLB inhibitor	PKA-R2B activ	MOR-DOR ag
Fc1ccccc1NC(=S)N/N=C/c1ccccc1Br	-1	0	4	12	0	97	-26	-4	-7	5.2
CC(C)n1nnnc1SCC(=O)NC1CCCC1	3	-6	7	17	-17	112	10	-2	-3	-1.4
O=C(Nc1ccccc1C(=O)NC1CC1)c1ccccc1	7	-3	-10	13	6	115	-8	-6	-3	2.0
O=C(c1cccs1)N1CCCc2ccccc21	2	0	-2	-2	-13	97	10	-4	12	-2.0
CCNc1nc(NC(C)C)nc(OCCOC(=O)c2ccccc2)n1	0	-3	13	-7	1	·	0	-1	-5	-0.1
On1nnc2cc(C(F)(F)F)ccc21	3	2	-9	6	-4	96	6	1	2	-1.1
O=C(c1cccc(C(F)(F)F)c1)N1CCCC1	3	0	-6	48	-7	·	15	1	-1	-2.7
Cc1ccccc1CS(=O)(=O)c1nnc([C@H](Cc2ccccc2)NC(=O)OC(C)(C)C)o1	-4	-3	-6	7	4	96	-3	3	-17	0.6
COc1ccc(-c2cc(C(F)(F)F)n3nc(C(=O)N4CCCCC4)cc3n2)cc1	6	3	-9	0	5	103	-3	1	-15	0.6
COC(=O)N=Nc1c(O)n(Cc2ccccc2)c2ccccc12	6	-2	1	9	-8	89	9	0	-6	-1.8
CCC1CCCCN1S(=O)(=O)c1ccc2c(c1)CCN2C(C)=O (stereo not drawn)	2	2	4	-9	-8	106	13	-2	-2	-2.6
CCOc1ccc(CNC23CN4CN(CN(C4)C2)C3)cc1	2	-2	-5	5	-5	95	16*	2	1	-2.5
CCOc1cc(CNCCCN2CCOCC2)cc(Br)c1OCC(=O)Nc1cccc(C(F)(F)F)c1	1	9	-10	-8	-2	125	-11	-2	1	1.9
Cc1cc(Cl)ccc1OC(C)C(=O)NCCCn1ccnc1 (stereo not drawn)	-1	0	3	1	-3	101	10	-1	-6	-2.0
COc1ccc(N=C/C=C2/C=C(c3ccccc3)OC(C)(C)O2)cc1	1	6	-2	4	-1	96	22	2	0	-4.3
COC1Cc2ccccc2N(C(N)=O)c2ccccc21 (stereo not drawn)	0	0	-4	2	-2	·	8	-1	-2	-1.6
CC(=O)N/N=C/c1ccc(OCCOc2ccc(Br)cc2)cc1	4	2	-2	-3	-3	91	-1	0	-6	0.1
COc1ccc(CC(=O)Nc2cc(C)ccc2O)cc1OC	2	-2	-6	-6	-5	103	10	-1	2	-2.0
COc1cc(CN2CCCC(C(=O)c3ccccc3SC)C2)cc(OC)c1 (stereo not drawn)	-4	8	10	1	0	108	-20	-1	-2	2.7
CCN(CC)S(=O)(=O)c1cc([N+](=O)[O-])ccc1NNC(=O)Nc1ccccc1OC	-2	12	29	-12	5	98	3	2	-5	-0.5
Cc1ccc(CNc2ncnc3cc(Cl)ccc23)o1	1	-5	11	22	3	101	2	-1	2	-0.5
COCCn1c(NC(=S)NC(=O)C23CC4CC(CC(C4)C2)C3)cc(=O)[nH]c1=O	2	0	4	-11	-3	91	17	2	8	-3.2
Cc1cc2c(cc1S(=O)(=O)N1CCc3ccccc31)NC(=O)CO2	4	2	-11	22	4	100	-15	0	1	3.0
CCOc1ccccc1N(C(=O)CNC(=O)c1ccco1)C(C(=O)NC1CCCC1)c1ccncc1 (stereo not drawn)	-6	0	17	-7	-7	·	6	2	-3	-0.8
CCS(=O)(=O)N(CC(=O)Nc1cccc2ccccc12)c1ccc(OC)cc1	1	-3	9	-8	5	104	-2	-4	-9	0.5
O=C(CNC(=O)c1ccccc1Cl)NCCc1cccs1	0	1	0	10	-2	132	13	-3	-3	-2.5
O=C(NCCCCNC(=O)c1c(F)c(F)c(F)c(F)c1F)c1c(F)c(F)c(F)c(F)c1F	-3	-2	-28	23	-14	·	4	-3	0	-0.7
O=c1[nH]c2c(c3c1CCCC3)CCCC2	6	0	17	6	9	108	9	-3	9	-1.6
COC(=O)c1ccc(S(=O)(=O)N2CCN(C)CC2)n1C	4	-2	0	21	-1	·	10	-1	-3	-2.0
CC(Sc1nnc2c(n1)C1CCC2(C)C1(C)C)C(=O)Nc1ccccc1 (stereo not drawn)	7	2	13	-4	0	84	2	-3	-3	-0.3
CSCCC1C(C#N)=C(N)Oc2n[nH]c(-c3cccs3)c21 (stereo not drawn)	4	0	17	1	-6	102	8	4	0	-1.4
O=C(Nc1ccccc1-c1ccccc1)c1ccc(NC(=O)c2ccco2)cc1	-2	-2	6	-12	6	107	-8	-1	0	1.3
CC1CCC(NC(=O)c2ccc(NC3=NC4CS(=O)(=O)CC4S3)cc2)CC1 (stereo not drawn)	-1	-2	6	-5	4	107	15	-1	6	-2.9
COc1ccc(-c2c3c(=O)n(C)c(=O)n(C)c3cn2C2CCCCC2)cc1	8	-5	-3	9	4	98	1	4	5	-0.2
CC1=Nc2ccc(C)cc2/C1=C/c1c(N)n2nc(CC(=O)N3CCOCC3)sc2nc1=O	-3	-4	-5	-6	3	·	1	1	-5	-0.1
COc1ccc(CCNC(=O)/C=C/c2ccc(C)cc2)cc1OC	2	-3	-5	29	-3	99	16	-1	-5	-3.1
COc1ccc(C(C(=O)NC2CCCC2)N2CCc3ccccc32)cc1 (stereo not drawn)	7	-1	-20	-2	-5	97	4	-4	1	-0.7
CCOC(=O)CC(=O)NC(C)(C)CCCCC(C)(C)NC(=O)CC(=O)OCC	4	2	-16	12	1	92	12	-3	3	-2.2
O/N=C/c1cc(Br)ccc1OCc1cccc(F)c1	2	-1	-28	14	1	66	-39	-5	8	7.2
O=C(c1ccc(CNS(=O)(=O)c2ccc(F)cc2)cc1)N1CCCCCC1	·	0	·	·	1	99	·	0	8	·
Cc1cc(N2CCN(c3ccccc3)CC2)nc(-n2nc(C)cc2C)n1	1	0	-3	-2	-1	108	12	1	-8	-2.3
Cc1oc(-c2ccccc2Cl)nc1CS(=O)CC(=O)NCCCN1CC(C)CC(C)C1 (stereo not drawn)	-2	-4	7	9	-5	112	10	-1	2	-1.9
COc1ccccc1NS(=O)(=O)c1ccc2oc(SCc3ccc(C#N)cc3)nc2c1	3	-1	2	8	-2	117	-11	-2	-3	2.1
NC(=O)CC(NC(=O)Cc1ccc(Br)cc1)c1ccc(NCCc2ccc(Cl)cc2)c([N+](=O)[O-])c1 (stereo not drawn)	14	4	-7	27	1	95	11	19	-1	-1.9
Cc1ccc2c(c1)/C(=C/c1ccc(F)cc1)C(=O)N2	2	-1	-6	2	0	105	-8	6	0	1.7
COC(=O)CSc1nc(-c2ccccc2)nc2ccccc12	-7	2	17	0	-11	103	-26	-5	7	5.1
COc1cc(NC(=O)CNc2cccc(S(=O)(=O)N3CCOCC3)c2)cc(OC)c1	-2	-1	5	32	-10	92	-2	-2	-4	0.2
O=C1OCC2=C1C(c1ccc3c(c1)OCO3)Sc1ccccc1N2 (stereo not drawn)	4	3	1	6	-10	101	5	0	-3	-0.9
CC(=O)Nc1ccc(NC(=O)C2CCN(C(=O)C3CC(=O)N(c4ccc(C)cc4)C3)CC2)cc1 (stereo not drawn)	-2	-24	4	16	-10	98	7	-1	-7	-1.2
O=C(NCc1ccco1)c1cc(S(=O)(=O)N2CCOCC2)ccc1Br	-2	-3	3	-12	-2	·	9	0	-7	-1.6
CSCCC(NC(=O)c1ccccc1)C(=O)OCC(=O)Nc1ccc(C)c(Cl)c1 (stereo not drawn)	-2	-1	-21	0	-2	·	-13	-2	-7	2.5
N#CCCNS(=O)(=O)c1ccc(C(=O)OCC2CCCCC2)cc1	12*	0	1	5	-2	97	-60	-3	-18	7.3
COc1cccc(N2CC(C(=O)N3CCC4(CC3)CC(=O)c3ccccc3O4)CC2=O)c1 (stereo not drawn)	5	-2	-9	-6	1	99	-7	1	-2	1.1
O=C(Nc1cccc(NC(=O)c2ccco2)c1)c1ccc2c(c1)OCO2	1	-2	8	4	-2	100	9	-2	6	-1.7
O=C(Nc1ccc(F)cc1)C1CCC(N2C(=O)c3ccccc3C2=O)CC1 (stereo not drawn)	9	2	-22	-3	-8	95	-53	3	-7	8.8
Cn1cccc1/C=N/NC(=O)c1cccnc1	-5	-1	3	9	9	·	14	3	1	-3.0
O=[N+]([O-])c1ccc(/C=N/Nc2ncc(-c3ccccc3)cn2)cc1	0	2	-14	-2	-7	109	13	0	-5	-2.7
CCCCN(C)CCCNC(=O)CS(=O)Cc1nc(-c2ccc(OC)c(OC)c2)oc1C (stereo not drawn)	5	-1	7	9	-1	·	3	1	-1	-0.5
C=CCSc1nnc(-c2cnn(-c3ccccc3)c2-n2cccc2)n1C	11	-4	24	10	6	109	-16	5	-7	2.6
S=C(NCc1ccc(Cl)cc1)NC12CC3CC(CC(C3)C1)C2	7	-1	0	-3	-1	102	-18	-5	-13	3.5

Further structures
SMILES	HTR5A ag ctr	V-ATPase pHluor	HTR5A inv ag	Arr AP2 block	PKA-R1A act	DSG3 Ab inh	OPRM1-OPRD1 inv	DAGLB inhibitor	PKA-R2B activ	MOR-DOR ag
O=C(O)CC1(CC(=O)Nc2ccccc2Br)CCCC1	6	5	7	12	3	110	6	-2	1	-1.1
CCN(CC)S(=O)(=O)c1ccc(N2CCCC2)c(NC(=O)c2c(-c3ccccc3)noc2C)c1	1	·	-19	34	-5	97	10	1	-13	-1.5
COC(=O)C(C)N(c1ccc(C)cc1)S(=O)(=O)c1c(C)[nH]c(=O)[nH]c1=O (stereo not drawn)	-3	3	2	19	2	107	-2	-1	7	0.4
COc1ccc(S(=O)(=O)N2CCN(c3cnccn3)CC2)cc1	-5	0	18	49	9	92	6	-4	-4	-1.1
CCN(CC)CCN(C(=O)c1ccc2c(c1)OCCO2)c1nc2cc3c(cc2s1)OCO3	0	-2	6	3	2	101	-9	-1	7	1.7
COc1ccc(OC)c(N/C(C)=C/C(=O)c2ccccc2)c1	-3	2	-4	15	7	·	-8	-2	4	1.6
CC(C)S(=O)(=O)c1csc(NC(=O)Nc2ccc(Cl)cc2)c1	-2	-1	-12	4	0	113	-3	-1	-1	0.5

One compound at a time, as listed above.
CCN(CC)S(=O)(=O)c1ccc(N2CCCC2)c(NC(=O)c2c(-c3ccccc3)noc2C)c1 across the screens: HTR5A ag ctr = 1; V-ATPase pHluor = ·; HTR5A inv ag = -19; Arr AP2 block = 34; PKA-R1A act = -5; DSG3 Ab inh = 97; OPRM1-OPRD1 inv = 10; DAGLB inhibitor = 1; PKA-R2B activ = -13; MOR-DOR ag = -1.5
COC(=O)C(C)N(c1ccc(C)cc1)S(=O)(=O)c1c(C)[nH]c(=O)[nH]c1=O (stereo not drawn) across the screens: HTR5A ag ctr = -3; V-ATPase pHluor = 3; HTR5A inv ag = 2; Arr AP2 block = 19; PKA-R1A act = 2; DSG3 Ab inh = 107; OPRM1-OPRD1 inv = -2; DAGLB inhibitor = -1; PKA-R2B activ = 7; MOR-DOR ag = 0.4
CC(C)S(=O)(=O)c1csc(NC(=O)Nc2ccc(Cl)cc2)c1 across the screens: HTR5A ag ctr = -2; V-ATPase pHluor = -1; HTR5A inv ag = -12; Arr AP2 block = 4; PKA-R1A act = 0; DSG3 Ab inh = 113; OPRM1-OPRD1 inv = -3; DAGLB inhibitor = -1; PKA-R2B activ = -1; MOR-DOR ag = 0.5

The order is random; overall some 2.4% were active at least once.
